WT yeast gro inh: growth inhibition of WT yeast, mitochondrial fusion screen; mitochondrial fusion phenotypic screen, WT strain; inhibition, % at 10 µM; 190,000 compounds, 2.1% hits; AID 1362; in the data active = inhibition above about 58%; tested in S. cerevisiae
Insulin prom up: MIN6 insulin promoter up-regulation | MIN6 insulin promoter-GFP reporter, high-content imaging; hits give high values | z-score at 5 µM | 190,000 compounds, 0.3% hits;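 active = z-score above 3 at 5 µM with at least 500 cells counted in the well; inconclusive = wells under 500 cells, flagged as cytotoxic or low count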
MT stabilizer: microtubule stabilization, imaging screen. 200,000 compounds, 0.83% hits. % tubulin-high responders, % at 10 µM. HeLa tubulin immunostaining HCS, 24 h; share of cells brighter than vehicle mean+2SD. AID 2205;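 active = plate Z-score above 3 for both tubulin-high and condensed-nucleus cell shares, with cell loss under 80%, at 10 µM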;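 also: anti alpha tubulin signal scored within the nucleus-defined area of each cell; some results filed as inactive read as strong as hits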
Autophagy mod: autophagy modulation, high-content screen; MEF GFP-LC3 puncta imaging; test concentration mostly 10 µM; calls only at 10 µM (by protocol); 190,000 compounds, 0.98% hits; AID 463193;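 active = percentage of spot-positive cells more than 3 SD above its plate mean, without a fluorescence outlier flag or 80% toxicity; inconclusive = no clear call, values can overlap the other calls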;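 also: spot-positive cell cutoff set from DMSO-treated cells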
bCat nuc transl: modulators of beta-catenin nuclear translocation. HeLa beta-catenin nuclear translocation, immunofluorescence imaging. nuclear translocation activity, % at 5 µM. 190,000 compounds, 0.3% hits;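 active = nuclear translocation activity above 50% at 5 µM, with a well cell count of 50 or more; inconclusive = wells under 50 cells across six images, flagged as toxic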;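 also: per-cell ratio of nuclear to cytoplasmic median beta-catenin stain intensity; plate controls were DMSO negative control for no effect and GSK-3 inhibitor IX positive control for full effect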
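Test system: human HeLa cell line; Doses: 5 µM primary, 0.02–20 µM confirmation; Incubation: 24 h compound exposure, 37°C; Detection: beta-catenin immunofluorescence imaging with DAPI; Read-out: beta-catenin nuclear/cytoplasmic ratio, % activation.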
Lipid droplet: modulators of hepatic lipid droplet formation | AML12 mouse hepatocytes, oleate lipid droplets, BODIPY imaging | inhibition, % at 6.5 µM | 240,000 compounds, 0.4% hits | AID 1656;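 active = lipid droplet intensity inhibited by at least 50%, with more than 500 cells counted; inconclusive = wells with under 300 cells, treated as cytotoxic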
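Assay system: AML12 hepatocytes (mouse); Probe or stimulus: oleic acid at 100 µM to induce lipid droplet formation; Dosing: compound at 6.5 µM only; Schedule: compound with oleate, overnight; Detection: fluorescence imaging, 20x objective, two fields per well; Measure: % inhibition of lipid droplet signal.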
Yfh1-depleted yeast: mitochondrial function rescue without frataxin homolog – Friedreich's ataxia, plus single-dose screen, dose response (AID 1465). S. cerevisiae Yfh1-off respiration, WST-1 reduction, 72 h; higher fold induction means a stronger effect. fold induction at 50 µM, or EC50 in µM where a hit was titrated. 220,000 compounds, 0.074% hits;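 active = fold induction of absorbance versus untreated yeast above a set limit, then at least 30% activation at any dose in follow-up; inconclusive = repeats straddling the limit, or above it without dose testing; inactive = fold induction below the set limit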;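 also: activators that raise dye reduction in frataxin-depleted yeast; strong numbers were not always called active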
Dynein transport: dynein cargo transport inhibition; 3617.4 mouse cells, GR-EGFP nuclear translocation imaging; test concentration mostly 20 µM; stimulated with dexamethasone, 1 µM; hits give low values; z-score, hits read low; 220,000 compounds, 0.47% hits; AID 1381;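 active = plate z-score of nuclear minus cytoplasmic receptor signal below a set negative limit, without overly bright fluorescence or cell loss, cut at about -3.5 in these data, passing the limit was not always enough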;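 also: z-score of nuclear minus cytoplasmic ring GR-EGFP intensity difference per well; some compounds called inactive have numbers as strong as hits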
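medium = tetracycline-free induction medium containing charcoal-stripped FBS | probe or stimulus = dexamethasone, 1.0 µM final | timing = 48 h induction, then 1 h compound, then 30 min agonist, 37 °C | detection = automated 10x imaging of fixed Hoechst-stained cells | read-out basis = nuclear versus cytoplasmic GR-EGFP signal, averaged per well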
HEK293 NOD2/NF-kB: NOD2 signaling inhibitors, cell-based, luminescence, uHTS, HEK293 (AID 1566) | HEK293 NOD2/NF-kB luciferase reporter, luminescence; higher % means a stronger effect | inhibition, % at 4 µM; hits with a dose series show EC50 in µM | 290,000 compounds, 0.63% hits; in the data active = inhibition above about 50%; also: many of its hits are not listed in these tables
WT yeast gro inh mutant strain: second read-out of WT yeast gro inh, no call of its own (marks repeat the call); inhibition, %; mitochondrial fusion phenotypic screen, mutant strain inhibition
Dynein transport cytoplasmic EGFP: further read-out of Dynein transport, marked with its call; z-score; measured here: cytoplasmic GR-EGFP intensity; hits give high values
Dynein transport nuclear GR-EGFP: also measured in Dynein transport; calls as there; z-score; measured here: nuclear GR-EGFP intensity;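 lower value marks the stronger effect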
Dynein transport cell count: also measured in Dynein transport; calls as there; z-score; measured here: cell count per field
Insulin prom up cell count: also measured in Insulin prom up; calls as there; cell count; measured here: cytotoxicity, nuclei count;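 total cells summed across four imaged fields per well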
Lipid droplet cells 6.5 µM: also measured in Lipid droplet; calls as there; cell count; measured here: cell count, cytotoxicity flag;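 cells counted across two imaged fields per well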
bCat nuc transl cell count 5 µM: also measured in bCat nuc transl; calls as there; cell count; measured here: cell count, cytotoxicity flag
MT stabilizer Hoechst-high %: further read-out of MT stabilizer, marked with its call; % Hoechst-high responders; measured here: nuclear condensation Hoechst responders;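 share of cells brighter than vehicle mean plus two SD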
MT stabilizer cytotoxicity %: recorded beside MT stabilizer, whose call it bears; toxicity, %; measured here: cytotoxicity by cell density;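 0% = mean cell density of plate MIN control wells and 100% = no cells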
Autophagy mod cell loss 18 h: also measured in Autophagy mod; calls as there; toxicity, %; measured here: cell loss, nuclei count;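 cell loss after 18 h compound exposure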
Numbers without * were called inactive; i = inactive; ? = inconclusive; / = not tested or not shown.

SMILES | WT yeast gro inh | WT yeast gro inh mutant strain | Insulin prom up | Insulin prom up cell count | MT stabilizer | MT stabilizer Hoechst-high % | MT stabilizer cytotoxicity % | Autophagy mod | Autophagy mod cell loss 18 h | bCat nuc transl | bCat nuc transl cell count 5 µM | Lipid droplet | Lipid droplet cells 6.5 µM | Yfh1-depleted yeast | Dynein transport | Dynein transport cytoplasmic EGFP | Dynein transport nuclear GR-EGFP | Dynein transport cell count | HEK293 NOD2/NF-kB
O=C1CCCc2nc(N3CCN(C(c4ccccc4)c4ccccc4)CC3)ncc21 | 10 | -51 | -0.73 | 1172 | 5.5 | 3.1 | 9.6 | i | -4 | -3.6 | 941 | / | / | i | 0.032 | -0.24 | 0.089 | 0.42 | 27%
CCN(CC)c1ncnc2ccc(Br)cc12 | -1 | -15 | -1.2 | 1477 | 3.2 | 1.4 | 21 | i | 6 | 2.8 | 956 | / | / | i | 0.38 | -0.12 | -0.4 | -1.1 | 66%*
CC(Cc1ccccc1)C(=O)NCc1ccccn1 (stereo not drawn) | 3 | -15 | -0.46 | 1060 | 3.9 | 1.9 | 6.8 | i | 1 | -1.8 | 559 | -2 | 742 | i | 0.25 | -0.16 | 0.43 | 0.4 | -19%
C/C(N)=C(/C#N)C(=O)COC(=O)c1cc(-c2cccc3ccccc23)nc2ccccc12 | 26 | -3 | -0.39 | 1388 | 2.2 | 1.6 | 1.6 | i | -8 | 3.6 | 1081 | -6 | 697 | i | -0.47 | -0.19 | -0.37 | 0.17 | 7%
CCOc1cccc(-c2cc(C(=O)N/N=C/c3ccc(OC)c(CN4CCOCC4)c3)c3ccccc3n2)c1 | 8 | 16 | -0.21 | 1328 | 4.8 | 1.9 | 10.0 | i | 21 | 6.0 | 844 | 5 | 599 | i | 0.77 | -0.27 | 0.46 | 0.29 | 7%
Cc1csc(NC(=O)CSc2nc3ccccc3s2)n1 | 2 | -15 | 0.57 | 1568 | 3.1 | 1.8 | 5.7 | i | 2 | -0.6 | 1414 | / | / | i | -0.34 | -0.068 | -0.85 | 0.23 | -20%
CCc1ccc(NC(=O)Cn2cnc3c(=O)n(C)c(=O)n(C)c32)cc1 | -9 | -4 | -0.43 | 1259 | 2.7 | 1.8 | 4.3 | i | 28 | 1.1 | 1075 | 7 | 781 | i | -0.54 | -0.24 | -0.21 | 0.43 | 1%
CCOC(=O)COc1c(OC)cc(Cl)cc1C1Nc2ccccc2C(=O)N1c1cccc(C)c1 (stereo not drawn) | 17 | -1 | / | / | 2.9 | 2.1 | 9.0 | i | 17 | / | / | / | / | i | 0.16 | -0.22 | -0.58 | 0.4 | 2%
CC(C)(C)NC(=O)CSc1nc(-c2ccccc2)c(-c2ccccc2)[nH]1 | 8 | 10 | -0.24 | 854 | 15* | 9.1* | 14* | i | 19 | -1.0 | 1142 | 18 | 774 | i | -0.91 | -0.044 | -0.29 | 1.6 | 13%
CCOc1ccc(CC(=O)NCc2cn3c(C)csc3n2)cc1 | 7 | 7 | 0.41 | 1636 | 3.5 | 1.9 | 3.3 | i | 11 | 1.1 | 1079 | -4 | 658 | i | 0.3 | -0.064 | 0.47 | -0.81 | -16%
CCOc1ccc(S(=O)(=O)N2CCC(C(N)=O)CC2)c2ccccc12 | -20 | -9 | -0.52 | 1543 | 5.8 | 2.2 | 6.5 | i | 11 | 0.3 | 860 | / | / | i | -0.43 | -0.37 | 0.086 | 0.8 | -8%
CC(C)CCn1c(COc2ccccc2)n[nH]c1=S | 30 | 5 | -0.53 | 1602 | 1.5 | 2.1 | 9.6 | i | -14 | -3.1 | 1062 | -3 | 675 | i | -0.9 | -0.28 | -0.33 | 0.28 | 10%
Cc1ccc(S(=O)(=O)NCCC(=O)OCC(=O)Nc2ccccc2Cl)cc1 | 32 | 5 | -0.41 | 1566 | 5.0 | 2.2 | 1.4 | i | -5 | -4.4 | 1093 | 12 | 653 | i | -0.91 | -0.39 | -0.35 | 2.7 | -8%
O=C(N/N=C/c1cnc2ccccc2n1)c1cccc(F)c1 | 2 | -1 | ? | / | 1.8 | 2.1 | 3.9 | i | 4 | -2.6 | 553 | -2 | 665 | i | 0.5 | -0.22 | 0.46 | -0.41 | 7%
C/C(=N\O)C1(C)N(O)C(C)(C)C(c2ccco2)=[N+]1[O-] (stereo not drawn) | -8 | -5 | -0.24 | 1507 | 6.4 | 2.4 | 6.1 | i | 15 | -0.8 | 1097 | -12 | 597 | i | 1 | 1.6 | 0.98 | -1.2 | 14%
Cc1ccc(Cn2nnc3c(=O)n(CC(=O)NCC4CCCO4)cnc32)cc1 (stereo not drawn) | -9 | -9 | 1.2 | 923 | 8.1 | 2.3 | 4.3 | i | -2 | -1.9 | 1174 | / | / | i | 2.6 | 0.0017 | 1.8 | -0.97 | 4%
CC(C)=CCC/C(C)=C/CN(CC(C)O)CC(C)O (stereo not drawn) | -14 | 5 | 0.33 | 1327 | 2.8 | 1.8 | 3.9 | i | 3 | / | / | 1 | 765 | i | -0.19 | -0.23 | -0.83 | 0.049 | 1%
CC(C(=O)O)N1C(=O)CSC1=S (stereo not drawn) | 5 | 8 | 0.34 | 1553 | 1.9 | 2.0 | 13 | / | / | 0.7 | 1370 | / | / | i | -0.47 | -0.21 | 0.067 | 0.28 | 8%
CC(C)CNC(=O)c1ccccc1NC(=O)c1ccc(CN2CCOCC2)cc1 | 10 | 6 | / | / | 2.7 | 2.4 | 3.4 | i | 4 | -0.8 | 1093 | -7 | 684 | i | -0.16 | -0.27 | -0.22 | 1.1 | -20%
COC(=O)C1=C(N)Oc2cc(C)n(C)c(=O)c2C1c1ccc(Cl)c(Cl)c1 (stereo not drawn) | -19 | -2 | 0.29 | 1200 | 2.5 | 1.2 | 7.7 | i | -25 | -6.1 | 964 | / | / | i | -0.83 | -0.21 | -0.26 | 1.1 | -24%
Cc1ccc(Cl)cc1-n1ncc2c(NNC(=O)c3ccco3)ncnc21 | 2 | 23 | -0.74 | 1145 | 2.2 | 1.8 | 1.3 | i | -9 | / | / | -2 | 737 | i | 0.34 | -0.25 | -0.17 | 0.58 | 2%
Cc1cc(NC(=O)c2cccnc2)ccc1NC(=O)c1ccco1 | -3 | 3 | -0.21 | 1503 | 4.4 | 2.4 | 12 | i | -19 | -8.6 | 817 | / | / | i | -0.32 | -0.38 | 0.15 | 0.26 | -7%
O=C(CSc1ncn[nH]1)c1ccc(OC(F)F)cc1 | -2 | 18 | 0.46 | 1206 | 2.0 | 2.3 | 9.7 | i | 2 | -0.6 | 999 | 1 | 695 | i | -0.37 | -0.2 | -0.16 | 0.26 | -13%
NC(=O)c1sc2nc3c(cc2c1N)CCC3 | 6 | 8 | / | / | 3.0 | 1.9 | 8.9 | i | 13 | -4.7 | 952 | 30 | 703 | i | 0.065 | -0.25 | -0.22 | 1.1 | -4%
CCOc1ccc(NC(=O)CSc2nnc(Cn3cnc([N+](=O)[O-])n3)n2CC)cc1 | -2 | 7 | 0.05 | 1295 | 1.1 | 2.1 | 4.1 | i | 4 | -1.5 | 1037 | 5 | 766 | i | -0.04 | -0.36 | -0.32 | 0.69 | -6%
O=C(COC(=O)C1CC2C=CC1C2)NCc1ccco1 (stereo not drawn) | -1 | 1 | 0.08 | 1463 | 1.4 | 1.8 | 7.7 | i | 0 | 1.9 | 1142 | / | / | i | -0.98 | -0.22 | -0.2 | 0.75 | 21%

Laid out differently: entries from further up
Second line of a record: WT yeast gro inh, WT yeast gro inh mutant strain, Insulin prom up, Insulin prom up cell count, MT stabilizer, MT stabilizer Hoechst-high %, MT stabilizer cytotoxicity %, Autophagy mod, Autophagy mod cell loss 18 h, bCat nuc transl, bCat nuc transl cell count 5 µM, Lipid droplet, Lipid droplet cells 6.5 µM, Yfh1-depleted yeast, Dynein transport, Dynein transport cytoplasmic EGFP, Dynein transport nuclear GR-EGFP, Dynein transport cell count, HEK293 NOD2/NF-kB
COC(=O)C1=C(N)Oc2cc(C)n(C)c(=O)c2C1c1ccc(Cl)c(Cl)c1 (stereo not drawn)
→ -19, -2, 0.29, 1200, 2.5, 1.2, 7.7, i, -25, -6.1, 964, /, /, i, -0.83, -0.21, -0.26, 1.1, -24%
CC(C)(C)NC(=O)CSc1nc(-c2ccccc2)c(-c2ccccc2)[nH]1
→ 8, 10, -0.24, 854, 15*, 9.1*, 14*, i, 19, -1.0, 1142, 18, 774, i, -0.91, -0.044, -0.29, 1.6, 13%

Not all compounds are listed (hit frequency here may not be typical).
